14-3-3 PPI = modulators of human 14-3-3 gamma - Raf peptide interaction; FP, 14-3-3gamma / TMR-pS259-Raf peptide binding; actives 0.19% (n = 160,000); inhibition, % at 40 µM; in the data active = inhibition above about 30%;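 also: 0% = protein plus tracer without compound and 100% = blank with tracer alone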
Target sequence (P61981 whole entry, looked up): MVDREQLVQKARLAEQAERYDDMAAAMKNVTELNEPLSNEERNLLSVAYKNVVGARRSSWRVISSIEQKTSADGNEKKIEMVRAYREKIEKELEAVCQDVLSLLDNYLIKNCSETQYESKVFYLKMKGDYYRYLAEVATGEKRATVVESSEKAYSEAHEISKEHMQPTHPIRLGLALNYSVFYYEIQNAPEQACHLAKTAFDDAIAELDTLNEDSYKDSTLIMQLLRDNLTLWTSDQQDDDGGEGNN
Active calls of the source: *; & = joins results of further samples. An excerpt. The share of hits here may be higher or lower than overall.

no.	molecule	14-3-3 PPI
1	O=C(O)CCC(=O)Nc1nc(-c2ccc(F)cc2)cs1	-4
2	CC(N)C1CCC(C(=O)Nc2ccncc2)CC1 (centres undefined)	-3
3	COc1ccc(/C=C/C(=O)Nc2ccccc2C(=O)O)cc1OC	-11&-10
4	OC(C#CCN1CCCC1)(c1ccccc1)c1ccccc1	-2
5	Cc1cc(-c2ccccc2)nnc1NCCN1CCOCC1	4
6	CC1COc2c(N3CCN(C)CC3)c(F)cc3c(=O)c(C(=O)O)cn1c23 (centres undefined)	-1
7	O=C(CC1N=C2c3ccccc3N=C(SCc3ccc(F)cc3)N2C1=O)NC1CCCCC1 (centres undefined)	-11
8	CN(C(=O)CCCOc1ccc2[nH]c(=O)ccc2c1)C1CCCCC1	2
9	CC(=O)c1ccc(S(=O)(=O)NC(=O)NC2CCCCC2)cc1	-8
10	CN(C)CCOC(C)(c1ccccc1)c1ccccn1 (centres undefined)	5&0
11	CC(=O)NC(Cc1ccccc1)C(=O)O (centres undefined)	-9&0
12	COc1ccc(C(=O)Nc2ccc(NC(C)=O)cc2)cc1	-9
13	COc1cc(C(c2c(C)[nH][nH]c2=O)c2c(C)[nH][nH]c2=O)ccc1OC(=O)c1ccccc1F	-1
14	O=C(NCCCn1ccnc1)c1cc(-c2ccco2)on1	-72
15	CCC(=O)N1CCC(C(=O)O)CC1	-2

Quoted from the listing.
CC(=O)c1ccc(S(=O)(=O)NC(=O)NC2CCCCC2)cc1 in 14-3-3 PPI → -8
OC(C#CCN1CCCC1)(c1ccccc1)c1ccccc1 in 14-3-3 PPI → -2
COc1ccc(/C=C/C(=O)Nc2ccccc2C(=O)O)cc1OC in 14-3-3 PPI → -11&-10
COc1cc(C(c2c(C)[nH][nH]c2=O)c2c(C)[nH][nH]c2=O)ccc1OC(=O)c1ccccc1F in 14-3-3 PPI → -1
CC(=O)NC(Cc1ccccc1)C(=O)O (centres undefined) in 14-3-3 PPI → -9&0
CC1COc2c(N3CCN(C)CC3)c(F)cc3c(=O)c(C(=O)O)cn1c23 (centres undefined) in 14-3-3 PPI → -1
CCC(=O)N1CCC(C(=O)O)CC1 in 14-3-3 PPI → -2

Exported with the structure last: 2 of the compounds above.
No.	14-3-3 PPI	canonical_smiles
7	-11	O=C(CC1N=C2c3ccccc3N=C(SCc3ccc(F)cc3)N2C1=O)NC1CCCCC1 (centres undefined)
8	2	CN(C(=O)CCCOc1ccc2[nH]c(=O)ccc2c1)C1CCCCC1

(further entries)
no.	molecule	14-3-3 PPI
16	CCN(CC)CCNC(=O)c1cc(Cl)c(N)cc1OC	0&-1
17	OCCN1CCN(CCCN2c3ccccc3Sc3ccc(Cl)cc32)CC1	-4&0&1
18	O=C(CCNNC(=O)c1ccncc1)NCc1ccccc1	-3&2
19	CCCn1cnc2c1c(=O)n(CCCCC(C)=O)c(=O)n2C	-2
20	CCCCCCCCCCCCCCC[C@H](O)[C@H](N)CO	1
21	CCC(C)n1ncn(-c2ccc(N3CCN(c4ccc(OCC5COC(Cn6cncn6)(c6ccc(Cl)cc6Cl)O5)cc4)CC3)cc2)c1=O (centres undefined)	12
22	COC(=O)C1=C(C)NC2=C(C(=O)c3ccccc32)C1c1cc(Br)ccc1OCC(=O)O (centres undefined)	-44
23	CC[N+](C)(CC)CCOC(=O)C(O)(c1ccccc1)C1CCCCC1 (centres undefined)	-2
24	C[C@]12CCC(=O)C=C1CC[C@@H]1[C@@H]2CC[C@@]2(C)[C@H]1CC[C@]2(O)C(=O)CO	-7&-6
25	Oc1ccc(/C=C/c2cc(O)cc(O)c2)cc1	-6&1
26	O=C(c1ccc(F)cc1)C1CCN(CCn2c(=O)[nH]c3ccccc3c2=O)CC1	-8&-3
27	NC(N)=NCCC[C@H](N)C(=O)O	2
28	CC(COc1ccccc1)NC(C)C(O)c1ccc(O)cc1 (centres undefined)	-10
29	COc1ccccc1N1CCN(CCCNc2cc(=O)n(C)c(=O)n2C)CC1	5
30	c1ccc(CN(CC2=NCCN2)c2ccccc2)cc1	2&0

Of the compounds above, 3 contain an NH in an aromatic ring.
no.	molecule	14-3-3 PPI
8	CN(C(=O)CCCOc1ccc2[nH]c(=O)ccc2c1)C1CCCCC1	2
13	COc1cc(C(c2c(C)[nH][nH]c2=O)c2c(C)[nH][nH]c2=O)ccc1OC(=O)c1ccccc1F	-1
26	O=C(c1ccc(F)cc1)C1CCN(CCn2c(=O)[nH]c3ccccc3c2=O)CC1	-8&-3

Next results:
31. CCc1ccc(S(=O)(=O)Nc2cccc(-c3cn4c(C)cccc4n3)c2)cc1
- 14-3-3 PPI: -24

32. O=S(=O)(c1cccc2cnccc12)N1CCCNCC1
- 14-3-3 PPI: 7

33. Cc1nc2ccccn2c(=O)c1CCN1CCC(C(=O)c2ccc(F)cc2)CC1
- 14-3-3 PPI: -6&-1

34. C1CCC(C(CC2CCCCN2)C2CCCCC2)CC1 (centres undefined)
- 14-3-3 PPI: 5

35. O=C(NCCc1c[nH]c2ccccc12)c1cccnc1
- 14-3-3 PPI: -6

Retrieved by compound from above:
35. O=C(NCCc1c[nH]c2ccccc12)c1cccnc1
- 14-3-3 PPI: -6

34. C1CCC(C(CC2CCCCN2)C2CCCCC2)CC1 (centres undefined)
- 14-3-3 PPI: 5

Screening results as filed in PubChem BioAssay.
